# VEEV TC-83 Vero – inhibitors of VEEV TC-83 cytopathic effect, confirmation, Vero cells (AID 588727) | inhibition, % at 20 µM, or IC50 in µM where a hit was titrated | Vero cells, VEEV TC-83 cytopathic effect inhibition; higher % means a stronger effect | 350,000 tested, 0.13% active; in the data active means a potency from the dose series; inconclusive means inhibition mostly from about 14% at the one dose, without a potency; inactive means the rest, 99 in 100 with inhibition below about 12%; further: strong numbers were not always called active
# influenza NS1A – H1N1 influenza NS1A inhibitors, functional cell based assay (AID 504329). NS1A functional cell-based assay, percent inhibition; higher % means a stronger effect. inhibition, % at 12.5 µM; hits with a dose series show IC50 in µM. 340,000 tested, 0.3% active; in the data active means a potency from the dose series; inconclusive means inhibition above about 27% without an active follow-up result; further: strong numbers were not always called active
# H37Rv inhibition – M. tuberculosis growth inhibition, HTS (AID 449762); M. tuberculosis H37Rv growth inhibition, 7H9 media; higher % means a stronger effect; inhibition, % at 25 µM; hits with a dose series show IC50 in µM; 330,000 tested, 0.59% active; in the data active means a potency from the dose series; inconclusive means inhibition above about 70% without an active follow-up result;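 further: bacterial growth assessed after seven days of incubation; strong numbers were not always called active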
# PhoP GFP inhibition – PhoP regulon inhibitors, Salmonella typhi PhoP promoter GFP reporter, confirmatory (AID 1850) | Salmonella Typhi PhoP-promoter GFP reporter, fluorescence, 4 h; higher % means a stronger effect | inhibition, % at 50 µM, or IC50 in µM where a hit was titrated | 310,000 tested, 0.33% active; in the data active means a potency from the dose series; inconclusive means inhibition mostly from about 25% at the one dose, without a potency; inactive means the rest, 99 in 100 with inhibition below about 19%;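 further: 0% = induced wells with vehicle and 100% = uninduced wells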
# M. tuberculosis – growth inhibition of non-replicating M. tuberculosis (AID 488890); Mycobacterium tuberculosis non-replicating, growth inhibition; higher % means a stronger effect; one-dose inhibition, % at 25 µM; IC50 in µM for titrated hits; 320,000 tested, 0.39% active; in the data active means a potency from the dose series; inconclusive means inhibition mostly from about 82% at the one dose, without a potency; inactive means the rest, 99 in 100 with inhibition below about 76%;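 further: plate controls were DMSO cells for no effect and high antibiotic wells for full effect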
# * = called active by the depositor; i = inactive; ? = inconclusive; . = not tested or not shown; & = joins results of further samples. A portion of the library; the hit share may differ from the screen's.
SMILES,VEEV TC-83 Vero,influenza NS1A,H37Rv inhibition,PhoP GFP inhibition,M. tuberculosis
C[C@@H]1C[C@H]2[C@@H]3C[C@H](F)C4=CC(=O)C(Cl)=C[C@]4(C)[C@@]3(F)[C@@H](O)C[C@]2(C)[C@@]1(O)C(=O)CO,.,.,-2%,-6%,18%
O=c1c(O[C@@H]2O[C@H](CO)C(O)C2O)c(-c2ccc(O)c(O)c2)oc2cc(O)cc(O)c12 (some centres undefined),7.2%,-15%,8%,.,4%
CCCCOC(=O)c1ccc(N)cc1,2.0%,0%,?,-2%,?
CC(=O)N(CC(O)CO)c1c(I)c(C(=O)NCC(O)CO)c(I)c(C(=O)NCC(O)CO)c1I (centres undefined),0.1%,-1%,-2%,-4%,-8%
CN(C)CCC[C@@]1(c2ccc(F)cc2)OCc2cc(C#N)ccc21,i,-1%,1%,-15%,2%
CC(=O)OCC(=O)C1(O)CCC2C3CCC4=CC(=O)C=CC4(C)C3(F)C(O)CC21C (centres undefined),1.0%,-18%,.,.,.
CCOc1ccc(NC(=S)N2CCC(C(O)(c3ccccc3)c3ccccc3)CC2)cc1,2.2%,6%,8%,-6%,45%
Cc1oncc1C(=O)Nc1ccc(C(F)(F)F)cc1,1.5%,-7%,5%,5%&-10%,5%
Nc1cc(=O)[nH]c(N)n1,1.4%,-5%,-7%,3%,-9%
CCCN(CCC)C(=O)C(CCC(=O)O)NC(=O)c1ccccc1 (centres undefined),0.2%,-7%,8%&0%,5%&4%,-7%&5%
O=C1c2c(O)cccc2C(C2OC(CO)[C@@H](O)[C@H](O)[C@H]2O)c2cc(CO)cc(O)c21 (some centres undefined),0.2%,-16%,2%,.,0%
COc1cc(NC(=O)c2cc(C3CC3)on2)c(OC)cc1Cl,i,1%,-5%,-10%,-9%
OCC(O)CN1CCN(c2ccccc2)CC1 (centres undefined),0.6%,-1%,0%,-1%&-5%,0%
COc1c(O)cc2c(c1O)[C@@H]1O[C@H](CO)[C@@H](O)[C@H](O)[C@H]1OC2=O,0.3%,0%,0%,-10%,-16%
CCOC(=O)Nc1ccc(NCc2ccc(F)cc2)nc1N,0.6%,12%,-2%,-4%,24%
CCN(CC)S(=O)(=O)c1ccc(C(=O)O)cc1,1.9%,-11%,2%,-6%,-16%
C/C=C(/C)C(=O)O[C@@H]1c2cc3c(c4c2[C@@]2(CO4)C(=O)C(OC)=C(OC)C=C2C[C@@H](C)[C@H]1C)OCO3,0.1%,0%,2%,8%,24%
OCCOCCN1CCN(C(c2ccccc2)c2ccc(Cl)cc2)CC1 (centres undefined),i,-3%,-2%,4%,3%
COc1ccc(Sc2ccc(NC(=O)c3ccccc3Cl)cc2C#N)cc1,2.1%,-2%,4%,-3%,1%
CN=C(N)NC(=O)Nc1c(C)cccc1C,0.2%,.,?,-3%,-2%
CCOC(=O)Nc1ccc2c(c1)N(C(=O)CCN1CCOCC1)c1ccccc1S2,0.7%,0%&-10%,38%,-7%,20%
C#C[C@]1(O)CC[C@H]2[C@@H]3CCC4=CC(=O)CC[C@@H]4[C@H]3CC[C@@]21CC,2.4%&0.7%,4%&3%,2%&6%,-6%&16%,5%&13%
COc1cc(C)nc(-n2nc(C)cc2OC)n1,i,3%,52%,3%,14%
C[C@H]1c2cccc(O)c2C(O)=C2C(=O)[C@]3(O)C(O)=C(C(N)=O)C(=O)[C@@H](N(C)C)[C@@H]3[C@@H](O)[C@@H]21,2.3%,1%,?,4µM*,77%
COc1cc(C(=O)NCCCCCC(=O)O)cc(OC)c1OC,0.8%,-2%,2%,-14%,-7%
C[C@@H](O)CC(=O)O,0.3%,4%&-5%,5%&-4%,-3%&1%,-5%&-3%
Oc1cc2c(cc1O)C1c3ccc(O)c(O)c3OCC1(O)C2 (centres undefined),1.2%,?,1%,-6%,-7%
CC[C@]12CCCN3CCc4c(n(c5ccccc45)[C@@](O)(C(=O)OC)C1)[C@@H]32,0.3%,8%,-7%,-11%,-8%
